Bioassay records from PubChem BioAssay.
Bcl-2 Bim block – inhibitors of Bim-Bcl-2 binding, primary screen, biochemical, multiplexed, human Bcl-2 family; inhibition, % at 10 µM; Bead-based flow cytometry, Bim peptide-Bcl-2 binding; 0.06% of 190,000 active; in the data active means inhibition above about 40%; inconclusive means no clear call, values can overlap the other calls;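 further: 0% = no compound wells with probe peptide and 100% = reference peptide inhibitor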
RGS4-Gao reg – modulators of RGS4 binding to Galphao, primary screen, biochemical, multiplexed bead flow cytometry; Guanine nucleotide-binding protein G(o) subunit alpha (Homo sapiens), P09471; actives lie on both sides; binding response (% of control), % at 10 µM; 0.33% of 220,000 active; in the data active means binding response below about 49% or above about 150%; inactive means in between;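 further: fluorescent Galphao activated with aluminum fluoride binding bead-coupled RGS4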
ABCG2 block – ABCG2 efflux pump inhibitors, primary screen, multiplex with ABCB1, IgMXP3 cells, flow cytometry. Broad substrate specificity ATP-binding cassette transporter ABCG2 (Homo sapiens), Q9UNQ0. JC-1 efflux. inhibition, % at 6.6 µM. 0.1% of 190,000 active;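 active means inhibition above 80%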;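 further: 0% = DMSO and 100% = nicardipine control wells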
Target sequence (Q9UNQ0 whole entry, looked up): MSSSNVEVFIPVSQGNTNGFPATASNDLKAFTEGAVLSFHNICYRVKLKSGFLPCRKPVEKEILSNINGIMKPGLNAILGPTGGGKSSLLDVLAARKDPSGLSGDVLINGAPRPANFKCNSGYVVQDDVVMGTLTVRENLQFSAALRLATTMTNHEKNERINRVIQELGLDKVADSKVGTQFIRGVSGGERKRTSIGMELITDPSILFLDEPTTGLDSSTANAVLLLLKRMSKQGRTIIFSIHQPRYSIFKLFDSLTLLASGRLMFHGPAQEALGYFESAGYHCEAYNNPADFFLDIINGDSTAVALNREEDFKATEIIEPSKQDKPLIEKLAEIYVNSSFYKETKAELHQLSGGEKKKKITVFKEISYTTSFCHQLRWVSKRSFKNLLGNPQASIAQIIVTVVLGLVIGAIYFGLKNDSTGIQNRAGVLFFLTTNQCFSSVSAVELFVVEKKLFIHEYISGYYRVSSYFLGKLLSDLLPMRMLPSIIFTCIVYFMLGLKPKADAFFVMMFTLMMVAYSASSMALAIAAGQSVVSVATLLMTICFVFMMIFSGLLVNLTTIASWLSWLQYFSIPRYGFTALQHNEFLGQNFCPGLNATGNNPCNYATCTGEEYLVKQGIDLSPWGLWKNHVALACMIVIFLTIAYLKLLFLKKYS
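Measure – % inhibition of efflux relative to nicardipine and DMSO · Test system – ABCG2 IgMXP3 and barcoded ABCB1 CCRF-Adr cell mix · Control set – nicardipine as high control, DMSO as low control · Compound – one concentration, 6.6 µM final · Signal – flow cytometry of retained JC-1 fluorescence · Timing – 10 min exposure at 25 °C with rotation, no wash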
Bcl-W Bim block – inhibitors of Bim binding to Bcl-W, primary screen, biochemical, multiplexed, bead-based flow cytometry | Bcl-2-like protein 2 (Homo sapiens), Q92843 | 0.02% of 190,000 active | inhibition, % at 10 µM | Bim peptide-Bcl-W binding;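 further: 0% = bound tracer without compound and 100% = peptide blocker; higher means less fluorescent Bim peptide bound to Bcl-W beads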
ABCB1 block – ABCB1 efflux pump inhibitors, primary screen, cell-based, multiplex, flow cytometry, ABCG2 counter-screen | ATP-dependent translocase ABCB1 (Homo sapiens), P08183 | CCRF-Adr cells, JC-1 efflux | inhibition, % at 6.6 µM | 0.067% of 190,000 active | AID 1326, 2008; in the data active means inhibition above about 40%;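 further: 0% = vehicle and 100% = reference inhibitor; higher value means more JC-1 retained so stronger ABCB1 efflux block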
RGS7-Gao – RGS7-Galphao binding modulators, primary screen, biochemical, multiplexed bead flow cytometry; Guanine nucleotide-binding protein G(o) subunit alpha (Homo sapiens), P09471; actives lie on both sides; binding response (% of control), % at 10 µM; 0.35% of 220,000 active; AID 1439, 2008; in the data active means binding response below about 49% or above about 150%; inconclusive means no clear call, values can overlap the other calls; inactive means in between;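 further: fluorescent Galphao held in activated GDP-AlF4 state binding bead-coupled RGS7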
Bim-Bfl-1 – inhibitors of Bim binding to Bfl-1, primary screen, biochemical, multiplexed, bead-based flow cytometry | 0.12% of 190,000 active | Bim-Bfl-1 binding inhibition | Bcl-2-related protein A1 (Homo sapiens), Q16548 | inhibition, % at 10 µM;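 further: 0% = wells without compound plus tracer and 100% = blocker peptide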
RGS8-Gao – RGS8-Galphao binding modulators, primary screen, biochemical, multiplexed bead flow cytometry; Guanine nucleotide-binding protein G(o) subunit alpha (Homo sapiens), P09471; actives lie on both sides; response (percent of control binding), % at 10 µM; 0.34% of 220,000 active; AID 1423, 2008; in the data active means response below about 60% or above about 140%; inactive means in between;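 further: Galphao activated as the GDP aluminium fluoride complex binding bead-coupled RGS8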
Bim-Bcl-XL – inhibitors of Bim-Bcl-XL binding, primary screen, biochemical, multiplexed, bead flow cytometry, human Bcl-XL | AID 1007, 2008 | 0.04% of 190,000 active | inhibition, % at 10 µM | Bcl-2-like protein 1 (Homo sapiens), Q07817 | Bim peptide-Bcl-XL binding, fluorescence
Target sequence (Q07817 whole entry, looked up): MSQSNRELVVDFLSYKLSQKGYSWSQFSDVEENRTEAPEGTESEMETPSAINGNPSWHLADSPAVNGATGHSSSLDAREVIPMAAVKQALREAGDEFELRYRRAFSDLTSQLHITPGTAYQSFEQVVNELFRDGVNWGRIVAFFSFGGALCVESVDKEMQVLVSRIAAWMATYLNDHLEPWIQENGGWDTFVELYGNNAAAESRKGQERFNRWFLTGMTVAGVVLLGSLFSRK
Bcl-B Bim block – inhibitors of Bim-Bcl-B binding, primary screen, biochemical, multiplexed, human Bcl-2 family; Bcl-2-like protein 10 (Homo sapiens), Q9HD36; bead-based flow cytometry, Bim peptide-Bcl-B binding; inhibition, % at 10 µM; 0.073% of 190,000 active; AID 951, 2007;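 further: 0% = tracer peptide without compound and 100% = reference inhibitor peptide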
Target sequence (Q9HD36 whole entry, looked up): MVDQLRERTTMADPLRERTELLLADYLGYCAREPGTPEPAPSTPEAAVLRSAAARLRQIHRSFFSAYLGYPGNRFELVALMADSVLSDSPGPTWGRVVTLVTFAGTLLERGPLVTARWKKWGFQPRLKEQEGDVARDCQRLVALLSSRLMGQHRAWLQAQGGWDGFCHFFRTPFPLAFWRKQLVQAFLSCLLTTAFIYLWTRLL
GSH fluor – compound fluorescence on glutathione beads, profiling panel, artefact control, biophysical, 488/530 nm, flow cytometry | GSH beads flow cytometry, compound fluorescence 488/530 nm; hits give high values | fluorescence (KMESF) at 10 µM | 0.25% of 190,000 active | AID 1776, 2009; in the data active means fluorescence above about 89;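 further: glutathione beads carrying GST-tagged Bcl family fusion proteins plus one bare bead set; values are compound well signal with DMSO vehicle wells as background; inactives centre near 16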
* = called active by the depositor; ? = inconclusive; nt = not tested or not shown. Unless noted, no stated cut-off is given here; in the data, active means inhibition above about 40%. Not a hit list. About 1.1% of those tested had a hit in this group.

SMILES	Bcl-2 Bim block	RGS4-Gao reg	ABCG2 block	Bcl-W Bim block	ABCB1 block	RGS7-Gao	Bim-Bfl-1	RGS8-Gao	Bim-Bcl-XL	Bcl-B Bim block	GSH fluor
CCc1cc(=O)[nH]c(SCCC(F)=C(F)F)n1	0.0	100.8	6.9	0.0	0.8	96.5	-5.0	101.0	0.0	-5.0	25
O=C(Nc1ccccc1)c1cccc(-c2nnc(-c3ccccc3)o2)c1	-7.0	100.8	13.3	-1.0	0.7	102.1	-16.0	104.4	-4.0	-9.0	20
N#Cc1c(-c2ccc(Br)cc2)cc(-c2cccnc2)nc1N	1.0	98.2	-1.7	-1.0	0.1	98.4	0.0	101.8	-2.0	-3.0	10
Cc1cc(C)nc(Sc2c(C)n[nH]c2C)n1	0.0	98.2	-3.6	2.0	-0.2	100.0	-2.0	103.5	2.0	0.0	31
O=C(NCc1ccc(F)cc1)c1c2c(nc3ccccc13)CCN(Cc1ccccc1)C2	-5.0	94.5	5.6	-3.0	0.8	94.9	-3.0	99.2	-5.0	-4.0	12
Cc1ccc(C(=O)Nc2ccc3cn[nH]c3c2)cc1S(=O)(=O)N1CCOCC1	-2.0	81.1	-2.0	-1.0	-1.0	93.0	-3.0	90.5	0.0	-2.0	8
CCOc1ccc(Cc2n[nH]c(=S)n2Cc2ccccc2)cc1	-5.0	96.5	-2.1	0.0	-0.6	96.3	0.0	93.9	-4.0	-15.0	16
Cn1nnnc1SCC(=O)c1c(N)n(C)c(=O)n(C)c1=O	-3.0	94.4	0.0	-3.0	-0.2	94.0	-2.0	94.6	-3.0	0.0	20
COC(=O)c1ccc(CSc2n[nH]c(=S)s2)o1	-2.0	103.1	4.1	-4.0	1.2	95.9	-2.0	100.8	-8.0	-11.0	70
CCOCCCNC(=S)N1CCCN(c2nc3cc(C)cc(C)c3cc2C#N)CC1	-2.0	99.1	2.8	0.0	0.9	103.0	0.0	99.0	0.0	-24.0	12
COc1ccc(Cl)cc1NC(=O)COC(=O)CNC(=O)c1ccc([N+](=O)[O-])c(C)c1	-4.0	103.8	78.0	0.0	1.4	102.8	-6.0	104.0	-2.0	-1.0	8
COc1ccccc1CNC(=O)CCNC(=O)Cn1ccc2ccccc2c1=O	-10.0	100.3	1.6	0.0	0.2	104.7	-13.0	101.6	2.0	-5.0	32
O=C(CS(=O)(=O)c1ccc2ccccc2c1)Nc1ccccc1Cl	-2.0	94.9	4.5	-6.0	0.7	102.3	-3.0	102.2	-4.0	-6.0	13
NC(=O)c1oc2ccc(Cl)cc2c1NC(=O)CN1CCOCC1	1.0	104.6	6.1	-4.0	0.9	103.3	-1.0	100.0	0.0	-2.0	26
O=C(CNC(=O)C12CC3CC(CC(C3)C1)C2)N1CCN(S(=O)(=O)c2cccs2)CC1	-3.0	100.6	-2.1	-2.0	0.6	100.5	-3.0	102.4	-7.0	-6.0	4
COC(=O)c1ccc(C(=O)OC)c(N)c1	-4.0	96.7	3.4	0.0	0.3	99.9	-14.0	99.5	-3.0	-5.0	5
O=C(NCc1ccco1)C1CC(c2c(Cl)cccc2Cl)=NO1 (configuration not stated)	0.0	98.8	0.9	1.0	0.4	104.9	0.0	105.3	-1.0	-1.0	16
Cc1cc(NC(=O)CSc2nnc(-c3ccoc3C)o2)no1	-6.0	101.5	50.6	0.0	0.5	101.5	-9.0	99.8	-4.0	-8.0	17
COc1cc(C(=O)N2CCCC(c3nc(-c4cccs4)no3)C2)cc(OC)c1OC (configuration not stated)	-3.0	105.2	4.2	1.0	1.7	103.3	-2.0	102.2	-5.0	-1.0	24
COc1ccccc1NC(=O)N(Cc1cccs1)Cc1cc2cc3c(cc2[nH]c1=O)OCO3	-6.0	102.5	5.7	-3.0	4.5	102.4	1.0	102.2	-11.0	-7.0	9
Fc1ccc(CNC(=S)Nc2ccccc2Cl)cc1	0.0	85.1	6.3	-4.0	12.9	88.2	1.0	74.2	-5.0	-2.0	10
COc1ccc(C2=NN(CCC(=O)NCc3ccc4c(c3)OCO4)C(=O)CC2)cc1	1.0	103.0	5.3	3.0	0.5	100.7	0.0	103.2	5.0	1.0	19
CCC(C)NC(=O)C(NS(=O)(=O)c1ccc2c(c1)c(=O)n(C)c(=O)n2C)c1ccccc1 (configuration not stated)	-3.0	99.1	0.7	5.0	-0.4	100.8	-5.0	98.3	-1.0	-4.0	18
CCCCC(=O)NC1(C(F)(F)F)C(=O)N(Cc2ccco2)C(C)=C1C(=O)OC (configuration not stated)	-9.0	97.8	0.9	-2.0	0.8	102.0	-13.0	98.5	-2.0	-11.0	38
Cc1ccc(Cn2ccc(NC(=O)c3noc4c3CCCCC4)n2)cc1	-3.0	96.1	6.3	-1.0	0.9	92.2	0.0	98.6	0.0	0.0	13
CCOC(=O)Cc1csc(NC(=O)c2csc(C)c2)n1	-12.0	96.7	17.7	-3.0	0.4	94.2	-23.0	98.8	-13.0	-11.0	33
CCOC(=O)n1n[n+]([O-])c2ccccc21	-4.0	97.9	3.8	-4.0	2.0	101.0	-1.0	102.5	-8.0	-7.0	11
O=C(NCCN1CCN(c2ccccc2)CC1)c1ccc(NC(=O)C2CCCO2)cc1 (configuration not stated)	-7.0	102.8	2.1	3.0	0.4	100.3	-12.0	101.0	-21.0	-6.0	46
O=[N+]([O-])c1cc(C(F)(F)F)ccc1Sc1nccn1Cc1ccccc1	-5.0	107.4	0.8	0.0	0.5	111.8	-2.0	102.0	0.0	-1.0	11
Cc1cccc(-c2ncc(CN3CCCC(CO)(Cc4ccccc4C)C3)cn2)c1 (configuration not stated)	-1.0	101.1	3.5	-3.0	1.0	105.1	3.0	102.5	-1.0	-2.0	9

Compound profiles, as listed above. Values in the order: Bcl-2 Bim block	RGS4-Gao reg	ABCG2 block	Bcl-W Bim block	ABCB1 block	RGS7-Gao	Bim-Bfl-1	RGS8-Gao	Bim-Bcl-XL	Bcl-B Bim block	GSH fluor
O=C(NCc1ccco1)C1CC(c2c(Cl)cccc2Cl)=NO1 (configuration not stated) is listed with 0.0	98.8	0.9	1.0	0.4	104.9	0.0	105.3	-1.0	-1.0	16
CCOC(=O)n1n[n+]([O-])c2ccccc21 is listed with -4.0	97.9	3.8	-4.0	2.0	101.0	-1.0	102.5	-8.0	-7.0	11

Additional compounds
SMILES	Bcl-2 Bim block	RGS4-Gao reg	ABCG2 block	Bcl-W Bim block	ABCB1 block	RGS7-Gao	Bim-Bfl-1	RGS8-Gao	Bim-Bcl-XL	Bcl-B Bim block	GSH fluor
CCOc1ccccc1NC(=O)CCN(c1ccc(C)cc1)S(=O)(=O)c1ccccc1	2.0	104.1	19.5	-2.0	2.2	101.3	9.0	108.5	-3.0	-1.0	8
Cc1ccc(OCCCCn2ccnc2)c(Cl)c1	-11.0	102.4	58.1	-2.0	1.5	101.5	-19.0	98.5	-9.0	-10.0	26
CC1(C)CC(=O)C2=C(C1)Oc1ncn(CCO)c(=N)c1C2c1ccccc1 (configuration not stated)	-11.0	101.3	9.2	-2.0	0.7	100.9	-17.0	102.9	-5.0	-9.0	30
CCCCNC(=O)c1ccccc1NS(=O)(=O)c1ccc2c(c1)OCCO2	6.0	88.2	0.1	5.0	-0.2	87.4	5.0	95.7	4.0	1.0	12
COc1ccc(N2CCN(S(=O)(=O)c3ccc(OC)cc3)CC2)cc1	-3.0	99.0	-1.1	-3.0	1.8	101.6	-2.0	102.1	-6.0	-10.0	28
CCNc1ccc(C(=O)OC(C(=O)NC(N)=O)C(C)C)cc1[N+](=O)[O-] (configuration not stated)	0.0	103.3	1.3	0.0	0.3	106.0	-3.0	103.7	1.0	-3.0	15
Cc1ccsc1C(C(=O)NC1CCCCC1)N(C(=O)c1csnn1)C1CC1 (configuration not stated)	-6.0	101.6	5.6	-5.0	1.0	102.7	-5.0	95.9	-5.0	-6.0	13
NC(=O)COC(=O)c1ccc(S(=O)(=O)NCc2ccco2)cc1	-2.0	98.5	-2.1	3.0	-0.4	?	-5.0	100.2	0.0	-4.0	12
O=C(NCCN1C(=O)S/C(=C\c2ccc(Cl)c(Cl)c2)C1=O)c1ccc2c(c1)C(=O)N(Cc1ccncc1)C2=O	2.0	93.4	12.1	-2.0	1.2	98.7	2.0	101.3	-4.0	-6.0	8
O=C(/C=C/c1ccccc1[N+](=O)[O-])OCC(=O)c1ccccc1	0.0	94.2	32.6	-1.0	2.6	93.2	-3.0	96.2	0.0	-1.0	14
CC(=O)NCCc1nc2cc(NC(=O)c3cccs3)ccc2n1C	-4.0	98.5	2.9	1.0	0.8	99.1	-3.0	99.0	-1.0	-1.0	18
COc1ccc(/C=C/C(=O)OCC(=O)Nc2cc(S(=O)(=O)N(C)C)ccc2Cl)cc1	-1.0	101.0	18.3	0.0	1.2	?	-4.0	100.4	-1.0	-1.0	16
COC(=O)c1c(C)[nH]c(C(=O)/C=C/c2cccc(Cl)c2)c1C	-8.0	95.2	2.2	-5.0	0.2	100.4	-12.0	97.9	-8.0	-9.0	18
COc1ccc(OCC(=O)N2CCN(C(=O)c3cccc4ccccc34)CC2)cc1	-6.0	97.5	27.6	-4.0	1.7	93.9	-6.0	81.7	-5.0	-3.0	33
COc1cc(NC(=O)COC(=O)/C=C/c2c(C)nn(-c3ccc(F)cc3)c2Cl)cc(OC)c1	0.0	100.4	-0.8	-1.0	0.1	95.8	-3.0	102.3	-3.0	-2.0	5
CCc1ccc(CN2CCN(C(=O)c3cccc(OC)c3OC)CC2)cc1	-2.0	92.3	5.8	-5.0	1.9	97.8	0.0	86.8	-3.0	-5.0	14
CCn1c2ccccc2c2cc(CN3CCN(S(C)(=O)=O)CC3)ccc21	-1.0	101.5	2.2	-8.0	0.9	103.4	-8.0	99.1	-10.0	-6.0	16
CCC(OC(=O)CCc1nc2ccccc2[nH]c1=O)C(=O)c1ccccc1 (configuration not stated)	nt	103.4	4.4	-32.0	0.9	100.9	-14.0	99.6	-24.0	-36.0	33
Cc1ccc(SCCCCN2C(=O)NC(C)(C)C2=O)cc1	-10.0	97.5	2.4	-3.0	0.8	93.0	-9.0	97.4	-3.0	-7.0	24
CCn1nc(C)c(NC(=O)CSc2nnc(-c3ccco3)n2C)c1C	-13.0	98.0	4.8	-4.0	2.1	95.2	-20.0	99.8	-11.0	-8.0	37
CCCCn1c(SCc2nnc(-c3ccccc3)o2)nc2c1c(=O)n(C)c(=O)n2C	-1.0	102.5	2.6	0.0	0.7	103.2	-4.0	102.1	0.0	-6.0	44
CCCOc1ccc2c3c(c(=O)oc2c1OCCC)CCCC3	-2.0	100.8	5.9	-2.0	1.3	99.3	-2.0	102.9	0.0	-1.0	21
